# High-throughput results as filed in PubChem BioAssay.
# C diff growth: inhibitors of Clostridium difficile growth; 0.25% of 86,000 active; Clostridium difficile clinical isolate growth, OD600, 24 h; hits give low values; AID 1259249; growth activity, negative = inhibition, % at 16 µg/mL (by protocol);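 active = mean growth activity at or below -80% and every replicate also at or below -80%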;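 note: 0% = DMSO wells and -100% = levofloxacin 16 µg/mL wells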
# KDM4C inh: blocks human GASC-1 (KDM4C) demethylase activity. 0.15% of 96,000 active. GST-KDM4C 2-372, H3K9me3 peptide, LANCE TR-FRET. inhibition, % at 12.5 µM. AID 720574. Q9H3R0;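 active = mean replicate inhibition above about 25%, with at least 55% of replicates also reaching it, limit read from the data, passing the limit was not always enough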
# Target sequence (Q9H3R0 2-372 limits assumed): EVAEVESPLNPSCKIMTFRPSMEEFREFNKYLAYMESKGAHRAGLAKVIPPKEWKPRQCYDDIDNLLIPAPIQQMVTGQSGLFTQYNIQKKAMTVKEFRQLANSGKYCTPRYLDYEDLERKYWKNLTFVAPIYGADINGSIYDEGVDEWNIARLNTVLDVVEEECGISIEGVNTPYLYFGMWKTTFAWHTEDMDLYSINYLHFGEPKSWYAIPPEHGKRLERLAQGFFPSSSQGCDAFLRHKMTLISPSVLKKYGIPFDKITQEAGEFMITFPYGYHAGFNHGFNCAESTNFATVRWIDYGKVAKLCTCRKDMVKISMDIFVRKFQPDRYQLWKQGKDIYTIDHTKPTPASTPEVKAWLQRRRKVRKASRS
#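 Material: N-terminal GST-fused human GASC-1 (KDM4C) fragment, residues 2-372. Input: 10 nM enzyme. Incubation: enzyme reaction 30 min, then detection 60 min, both room temperature. Doses: one test concentration per compound. Read-out basis: inhibition from TR-FRET ratio decrease. Detection: LANCE TR-FRET, excitation 340 nm, emissions 618 and 671 nm.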
# Tcruzi prolif: T. cruzi proliferation inhibition; T. cruzi beta-gal in NIH3T3, GalScreen luminescence, 90 h; inhibition, % at 8.34 µM; 5.9% of 77,000 active;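 active = mean inhibition above about 93%, with at least 55% of replicates each passing it, limit read from the data, passing the limit was not always enough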
# Pf Dd2 growth: blocks growth of Plasmodium falciparum Dd2 parasites. P. falciparum Dd2 growth, SYBR Green, 72 h; hits give low values. activity change, % at 10 µM. 2.3% of 94,000 active. AID 1159554; in the data active = activity change below about -80%
# Active calls of the source: *; / = no result given; & = joins results of further samples.
SMILES,C diff growth,KDM4C inh,Tcruzi prolif,Pf Dd2 growth
CC(C)NC(=O)Nc1cccc2c1O[C@H](CN(C)S(=O)(=O)c1cccs1)[C@@H](C)CN([C@H](C)CO)C2=O,0.6,0.4,10.8,-2.5
C[C@H]1CN([C@@H](C)CO)C(=O)Cc2cc(NC(=O)CCC(F)(F)F)ccc2O[C@@H]1CN(C)S(C)(=O)=O,1.8,-0.3,29.7,6.0
CCC(=O)N(C)C[C@H]1Oc2cc(-c3ccncc3)ccc2S(=O)(=O)N([C@H](C)CO)C[C@@H]1C,-4.2,0.0,74.1,26.4
CCC(=O)N(C)C[C@H]1Oc2cc(C#CCN(C)C)ccc2S(=O)(=O)N([C@@H](C)CO)C[C@@H]1C,-0.5,4.8,101.9*,-1.7
C[C@H](CO)N1C[C@H](C)[C@@H](CN(C)C(=O)C2CCC2)Oc2ncc(C#Cc3ccccc3F)cc2C1=O,-4.3,-1.8,103.5,-31.9
Cc1ccc(S(=O)(=O)Nc2cccc3c2O[C@@H](CN(C)S(=O)(=O)c2cn(C)cn2)[C@H](C)CN([C@H](C)CO)C3=O)cc1,-7.9,2.6,-16.8,21.5
O=C(C[C@H]1C[C@H]2c3cc(NS(=O)(=O)c4ccc(F)cc4)ccc3O[C@H]2[C@H](CO)O1)N1CCCCC1,-3.2,-1.4,/,-13.9
COc1ccccc1-c1cnc2c(c1)C(=O)N([C@@H](C)CO)C[C@H](C)[C@@H](CN(C)Cc1ccc(C(=O)O)cc1)O2,0.0,-1.0,39.4,11.3
O=C(C[C@H]1C[C@@H]2c3cc(NC(=O)CC4CC4)ccc3O[C@@H]2[C@@H](CO)O1)NCc1ccncc1,-0.1,1.6,29.6,7.9
CO[C@H](CN(C)C(=O)Nc1ccc(F)cc1)[C@@H](C)CN(Cc1ccccc1Cl)[C@@H](C)CO,/,1.6,-47.9,-17.8
CO[C@H]1CN(C)C(=O)c2ccc(NC(=O)C3CC3)cc2OC[C@@H](C)N(C(=O)Cc2ccccn2)C[C@H]1C,/,0.7,-57.6,9.9
COc1ccc(C(=O)N2C[C@H]3[C@@H](c4ccccc42)[C@@H](CO)N3C(=O)NC(C)C)cc1,1.9,-1.3,2.9,-15.2
Cc1ccc(S(=O)(=O)N(C)C[C@H]2Oc3ccc(NC(=O)CCCN(C)C)cc3CC(=O)N([C@H](C)CO)C[C@H]2C)cc1,14.9,0.0,10.1,18.2
COc1ccc2c3c([nH]c2c1)[C@@H](CO)N(C(=O)C1CCCC1)CC31CCN(C)CC1,1.0,-2.3,/,30.0
C/C=C/c1ccc2c(c1)O[C@@H](CN(C)C(=O)c1ccncc1)[C@H](C)CN([C@H](C)CO)S2(=O)=O,4.1,-1.3,3.1,40.0
CNC[C@H]1Oc2ccc(NC(=O)CCCN(C)C)cc2C(=O)N([C@H](C)CO)C[C@H]1C,1.4,0.3,-33.5,0.2
CCS(=O)(=O)Nc1ccc2c(c1)C(=O)N(C)C[C@@H](OC)[C@H](C)CN(C(=O)c1ccc3c(c1)OCO3)[C@H](C)CO2,/,1.3,8.3,16.3
C[C@@H]1CN([C@H](C)CO)C(=O)c2cc(C#CC3CC3)cnc2O[C@H]1CN(C)S(=O)(=O)c1cccc(F)c1,/,-1.2,-65.0,-61.4
C[C@@H]1CN([C@H](C)CO)C(=O)c2cc(NS(=O)(=O)c3cn(C)cn3)ccc2O[C@H]1CN(C)C(=O)Nc1ccc(C(F)(F)F)cc1,3.8,-1.7,-5.1,-10.1
CN(C)C(=O)c1ccc(-c2ccc([C@H]3[C@H](CO)N4CCCCN(C(=O)C5CCC5)C[C@@H]34)cc2)cc1,-9.0,/,99.5*,-27.1
CC(C)NC(=O)N[C@@H]1CC[C@H](CC(=O)NCCCN(C)C)O[C@H]1CO,/,0.7,28.7,20.6
O=C1CN(Cc2ccccc2)C[C@H]2[C@@H](c3ccc(-c4cccnc4)cc3)[C@H](CO)N12,-4.2,1.0,/,-27.6
Cc1ccc(S(=O)(=O)Nc2ccc3c(c2)C(=O)N([C@H](C)CO)C[C@@H](C)[C@H](CN(C)CC2CC2)OCCCC[C@@H](C)O3)cc1,0.9,-1.5,17.7,/
C[C@H]1CN([C@@H](C)CO)C(=O)c2cc(NS(=O)(=O)c3cccs3)ccc2O[C@H]1CN(C)S(=O)(=O)c1ccccc1,-10.7,0.1,8.9,-3.6
COc1ccc(NC(=O)Nc2ccc3c(c2)C(=O)N([C@H](C)CO)C[C@H](C)[C@H](CN(C)C(=O)Nc2ccccc2)OCCCC[C@@H](C)O3)cc1,10.2,-1.1,31.4,33.2

# Rewritten with tabs: entries from further up.
molecule	C diff growth	KDM4C inh	Tcruzi prolif	Pf Dd2 growth
O=C(C[C@H]1C[C@H]2c3cc(NS(=O)(=O)c4ccc(F)cc4)ccc3O[C@H]2[C@H](CO)O1)N1CCCCC1	-3.2	-1.4	/	-13.9
COc1ccccc1-c1cnc2c(c1)C(=O)N([C@@H](C)CO)C[C@H](C)[C@@H](CN(C)Cc1ccc(C(=O)O)cc1)O2	0.0	-1.0	39.4	11.3
O=C(C[C@H]1C[C@@H]2c3cc(NC(=O)CC4CC4)ccc3O[C@@H]2[C@@H](CO)O1)NCc1ccncc1	-0.1	1.6	29.6	7.9
CO[C@H](CN(C)C(=O)Nc1ccc(F)cc1)[C@@H](C)CN(Cc1ccccc1Cl)[C@@H](C)CO	/	1.6	-47.9	-17.8
CO[C@H]1CN(C)C(=O)c2ccc(NC(=O)C3CC3)cc2OC[C@@H](C)N(C(=O)Cc2ccccn2)C[C@H]1C	/	0.7	-57.6	9.9

# Next section:
SMILES,C diff growth,KDM4C inh,Tcruzi prolif,Pf Dd2 growth
COCC(=O)N(C)C[C@H]1Oc2cc(C#CCC3CCCC3)ccc2S(=O)(=O)N([C@@H](C)CO)C[C@H]1C,0.9,-0.5,/,-4.6
C[C@@H]1CN([C@@H](C)CO)C(=O)Cc2cc(NC(=O)Nc3ccc(C(F)(F)F)cc3)ccc2O[C@@H]1CN(C)Cc1ccncc1,20.0&10.9,0.1,/,-11.8
C[C@@H]1CN([C@@H](C)CO)C(=O)c2cccc(NC(=O)c3ccc(-c4nccs4)cc3)c2O[C@H]1CN(C)C(=O)Nc1ccccc1,-3.8,0.0,-62.2,-7.5
CN1c2ccc(-c3cccc(C#N)c3)cc2[C@@H]2[C@@H](CCN2C(=O)CN2CCOCC2)[C@H]1CO,-14.1,0.1,81.1,-31.9
CCC(=O)N[C@H]1CC[C@@H](CC(=O)NCc2cc(F)cc(F)c2)O[C@H]1CO,/,-1.2,-32.0,13.7
C[C@H](CO)N1C[C@H](C)[C@H](CN(C)CC2CC2)OCc2ccccc2-c2ccccc2C1=O,5.0,0.8,-15.1,23.4
C[C@H]1CN([C@@H](C)CO)C(=O)Cc2cc(NS(C)(=O)=O)ccc2O[C@@H]1CN(C)C,0.9,0.2,73.8,2.1
CCCC#Cc1ccc([C@H]2[C@@H](CO)N3CCCCN(CC4CC4)C[C@H]23)cc1,17.4,/,84.4,-60.9
C[C@H](CO)N1C[C@H](C)[C@H](CN(C)S(=O)(=O)c2ccc(Cl)cc2)Oc2ccc(NS(C)(=O)=O)cc2CC1=O,-8.0,1.9,3.8,-7.1
C[C@@H]1CCCCO[C@H](CN(C)C(=O)CCCN(C)C)[C@H](C)CN([C@@H](C)CO)C(=O)c2cc(NC(=O)Nc3ccccc3)ccc2O1,3.7,1.9,-44.8,12.2
CCC(=O)Nc1ccc2c(c1)C(=O)N(C)C[C@@H](OC)[C@H](C)CN(Cc1ccccn1)[C@@H](C)CO2,/,0.8,-32.5,-1.5
CN1C[C@@H](O)COC[C@@H]2O[C@H](CC(=O)N3CCN(c4ccccc4)CC3)CC[C@H]21,-5.1&-7.5,1.1,109.1*,-27.9
COc1ccc2c3c([nH]c2c1)[C@H](CO)N(C(=O)c1ccccn1)CC31CCN(C(=O)C2CCC2)CC1,-6.6,0.4,/,-7.2
COc1ccccc1CNC(=O)C[C@@H]1C[C@H]2c3cc(NC(=O)C4CCOCC4)ccc3O[C@H]2[C@@H](CO)O1,2.4,-1.9,12.2,25.8
NCC[C@@H]1CC[C@@H](NC(=O)NC2CCCCC2)[C@@H](CO)O1,-0.3,-0.8,/,1.2
Cc1noc(C)c1NC(=O)N(C)C[C@H]1Oc2ccc(NC(=O)Nc3ccc4c(c3)OCO4)cc2CC(=O)N([C@@H](C)CO)C[C@H]1C,-0.5,0.2,41.4,9.2
O=C(NCc1ccccc1F)[C@@H]1[C@@H](CO)[C@@H]2Cn3c(cccc3=O)[C@@H]2N1CC1CC1,-0.7,2.0,82.8,2.4
C[C@@H]1CN([C@H](C)CO)S(=O)(=O)c2ccc(C#Cc3ccccn3)cc2O[C@H]1CN(C)C(=O)C1CC1,-0.1,0.5,24.3,-34.7
COc1cccc(S(=O)(=O)N2CCCCN3[C@H](C2)[C@@H](c2ccc(C4=CCCCC4)cc2)[C@@H]3CO)c1,21.5,1.3,51.4,-0.5
COc1ccc(NC(=O)N(C)C[C@H]2Oc3c(NC(=O)NC4CCCCC4)cccc3C(=O)N([C@@H](C)CO)C[C@@H]2C)cc1,-2.9,0.6,-6.3,-2.4
O=C(c1ccc(F)cc1)N1CC[C@@H]2[C@@H](CO)Nc3ccc(C#Cc4ccc(F)cc4)cc3[C@@H]21,13.2,0.4,77.6,-33.4
COc1ccccc1-c1ccc([C@H]2[C@@H](CO)N(C(C)=O)[C@H]2CN(C)C(C)=O)cc1,-5.8,0.5,/,3.8
O=C(c1ccccc1F)N1C[C@H]2[C@@H](c3ccccc31)[C@@H](CO)N2C(=O)c1ccc(F)cc1,3.4,0.8,103.0*,-78.5
COc1ccc2c3c(n(C)c2c1)[C@@H](CO)N(C(=O)CN1CCOCC1)CC31CN(C(=O)Nc2cccc(F)c2)C1,4.8,-0.3,/,-28.3
C[C@H](CO)N1C[C@H](C)[C@H](CN(C)C(=O)c2ccncc2)Oc2cc(C#Cc3ccncc3)ccc2S1(=O)=O,1.0,-0.4,30.9,35.2
# Next results follow.
SMILES,C diff growth,KDM4C inh,Tcruzi prolif,Pf Dd2 growth
C[C@@H]1CCCCO[C@@H](CN(C)Cc2ccc3c(c2)OCO3)[C@H](C)CN([C@H](C)CO)C(=O)c2cc(NC(=O)NC3CCCCC3)ccc2O1,9.1,-2.6,/,/
O=C(C[C@@H]1C[C@H]2c3cc(NC(=O)CC4CC4)ccc3O[C@H]2[C@@H](CO)O1)NCc1ccccc1F,3.0,0.1,-45.1,8.9
Cc1ccc(S(=O)(=O)N(C)C[C@H]2Oc3ccc(NC(=O)Nc4ccccc4)cc3CC(=O)N([C@H](C)CO)C[C@H]2C)cc1,11.2,-0.1,13.0,-59.0
N#C[C@H]1[C@@H](c2ccccc2)[C@@H](CO)N1S(=O)(=O)c1ccc(F)cc1,-6.9,-1.1,43.0,11.0
C[C@@H]1CCCCO[C@@H](CN(C)C(=O)c2ccncc2)[C@H](C)CN([C@@H](C)CO)C(=O)c2cc(NC(=O)c3ccccc3)ccc2O1,-0.8,0.3,-1.2,0.4
COc1cccc(C(=O)Nc2ccc3c(c2)C(=O)N(C)[C@@H]2CC[C@@H](CC(=O)NCCCN4CCOCC4)O[C@H]2CO3)c1,-1.3,-2.8,-58.6,/
CC(C)NC(=O)N1C[C@H]2[C@@H](c3ccccc31)[C@@H](CO)N2Cc1ccc(Cl)cc1,-7.7,1.8,45.3,-16.9
O=C(Nc1ccccc1)N1CC(=O)N2[C@H](CO)[C@@H](c3ccc(C#CC4CCCCC4)cc3)[C@H]2C1,-17.1,0.1,/,-55.9
CC(=O)N(C)C[C@H]1Oc2ncc(C#CC(C)(C)O)cc2C(=O)N([C@@H](C)CO)C[C@H]1C,7.2,1.5,40.9,15.6
Cc1noc(C)c1NC(=O)N(C)C[C@H]1Oc2ccc(NS(=O)(=O)c3c(C)noc3C)cc2CC(=O)N([C@@H](C)CO)C[C@@H]1C,-3.7,0.6,-27.6,4.9
CCNC(=O)Nc1ccc2c(c1)C(=O)N(C)[C@H]1CC[C@H](CC(=O)Nc3ccccc3Cl)O[C@@H]1CO2,-7.3,-2.7,-18.3,6.4
O=C(C[C@@H]1C[C@@H]2c3cc(NS(=O)(=O)c4ccc(F)cc4)ccc3O[C@@H]2[C@@H](CO)O1)NCc1ccccc1,/,0.4,-15.1,2.3
O=C(Nc1ccc(F)cc1)N[C@H]1CC[C@H](CCNC(=O)c2cc(Cl)cc(Cl)c2)O[C@H]1CO,3.2,-2.1,-64.2,-15.2
C/C=C/c1ccc([C@H]2[C@H]3CN(C(=O)Nc4ccccc4F)CCCCN3[C@H]2CO)cc1,2.1,-1.8,47.1,-7.8
C[C@H](CO)N1C[C@H](C)[C@@H](CN(C)Cc2cccc(F)c2)Oc2cc(-c3cccc(C#N)c3)ccc2S1(=O)=O,3.8&6.5,/,88.9&90.1,-66.0&-72.7
COc1ccc(S(=O)(=O)Nc2ccc3c(c2)C(=O)N([C@@H](C)CO)C[C@H](C)[C@@H](CN(C)S(=O)(=O)c2ccc(Cl)cc2)OCCCC[C@H](C)O3)cc1,-6.7,-3.9,85.2,-79.9
CCC(=O)N1[C@H](CO)[C@@H]2c3ccccc3N(C(=O)Nc3ccc(Cl)cc3)C[C@@H]21,3.3,-0.8,19.6,18.4
C[C@@H]1CN([C@@H](C)CO)C(=O)c2cc(NC(=O)c3ccncc3)ccc2O[C@@H](C)CCCCO[C@@H]1CN(C)S(=O)(=O)c1cccs1,/,-3.0,/,-59.2
